# SSB-PriA inh = K. pneumoniae PriA-SSBct interaction inhibition. AID 1272365. inhibition, % at 33 µM. hit rate 0.6% among 430,000. AlphaScreen SSBct-PriA binding, biotinylated peptide; in the data active = inhibition mostly above about 37%, no sharp cut-off; inactive = mostly below about 20%;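 note: plate controls were negative control peptide for no effect and reference peptide for full effect; strong numbers were not always called active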
# Active calls of the source: *; i = inactive; & = joins results of further samples. These rows are one share of the data; count on the stated rates, not on these rows.
mol	SSB-PriA inh
O=C(CSC1CCCC1)NCC#CCN1CCc2ccccc2C1	-8
O=S(=O)(C1CC1)N1CCC(n2cc(-c3ccccc3)nn2)C1 (stereo not drawn)	8
CCSc1ccc(CC(=O)Nc2sc3c(c2C#N)CCCCC3)cc1	-3&7
Cn1cccc1[C@@H](O)CNC(=O)c1c(F)cccc1F	-13
COc1ccc(NC(=O)NC2(c3nc(-c4ccncc4)no3)CCCCC2)c(C)c1	-10
O=S(=O)(Cc1ccccc1Cl)NCc1ccccc1-c1ccsc1	-51
CC(C)(C)c1nc(CN)no1	15
O=C(COc1ccccc1[N+](=O)[O-])Nc1nc2c(s1)CCc1ccccc1-2	15
CCOC(=O)c1ccc(NC(=O)CCCSc2nc3sc4c(c3c(=O)[nH]2)CCC4)cc1	-1
Cn1c(Cl)c(C=NOC(=O)c2cccc(Cl)c2)c2ccccc21	-10
COc1ccc(Cl)cc1NC(=O)Nc1c(C)nc2sccn2c1=O	0
COc1ccc(C)c2sc(N(Cc3cccnc3)C(=O)c3cccc([N+](=O)[O-])c3)nc12	2
O=C(Cc1ccc(-c2ccccc2)cc1)Nc1ccc2c(c1)C(=O)NCC2	-10
CCOc1ccc(C=NNC(=O)c2cc3ccccc3cc2OC)cc1	-2
Cc1c(Cl)cccc1NC(=O)c1ccc(=O)n(Cc2ccc(F)cc2)n1	-5
CNc1ncnc2c1cnn2-c1ccccc1	21
Cn1c(=O)c2c(SCC(=O)N3CCOCC3)nc(-c3ccc(Br)cc3)nc2n(C)c1=O	-7
COc1ccc(NC(=O)CN2C(=O)CSCC2=O)cc1	-15
CC(C)Sc1ccc(CC(=O)Nc2cnoc2)cc1	-12
O=C(CSc1nnc2ccc3ccccc3n12)c1ccc(Oc2ccccc2)cc1	-18
Cc1nc(SCC(=O)Nc2sc3c(c2C(N)=O)CCC3)c2c3c(sc2n1)CCC3	-10
COc1cc(C(=O)Nc2ccc(C(=O)OCC(C)C)cc2)cc(OC)c1OC	-4
C(=N\n1c(-c2ccccc2)csc1=NCCc1ccccc1)/c1ccccn1	i
CC(C)CN(CC(C)C)C(=O)c1cc([N+](=O)[O-])ccc1Cl	1
Cc1ccc(-c2cc(=O)n(CC(=O)Nc3nc(C)cs3)cn2)cc1	-10
O=C(CCCNS(=O)(=O)c1ccc(F)cc1)NCc1cccnc1	-19
CN(C)S(=O)(=O)c1ccc(C(=O)NCCn2ccnc2-c2ccccn2)cc1	-7
Cn1nnc2c(N3CCN(c4cccc(C(F)(F)F)c4)CC3)ncnc21	14
Cc1ccc(-n2c(O)c(C=NNc3ccc(S(=O)(=O)N4CCOCC4)cc3[N+](=O)[O-])c3ccccc3c2=O)c(C)c1	1
CCOc1ccc(C(=O)CSc2nnc3n(C)c(=O)c4ccc(C(=O)NC5CCCCC5)cc4n23)cc1	-21
CCOC(=O)c1ccc(S(=O)(=O)NCCn2nc(-c3ccc(Cl)cc3)ccc2=O)cc1	3
CCOc1ccc(N(CC(=O)NN=Cc2cc([N+](=O)[O-])ccc2Cl)S(C)(=O)=O)cc1	-1
Cc1ccccc1CSc1nc2cc(C(=O)N3CCOCC3)ccc2c(=O)n1-c1ccc(F)cc1	-5
Cc1ccc(NC(=O)Cc2csc(Nc3ccccc3)n2)cc1	10
COCCN(Cc1ccoc1)C(=O)Nc1cccc(C(F)(F)F)c1	-3
CCOc1ccc(CC(=O)N2CCN(c3nccn3CC)CC2)cc1	3&12
O=C1/C(=C/c2cccs2)Oc2cc(O)ccc21	-4
O=C(c1ccoc1)N1CCSC1c1ccc(Cl)c(Cl)c1 (stereo not drawn)	3
COc1cccc2cc(C(=O)Nc3cnn(C4CCOCC4)c3)oc12	-14
CCOC(=O)c1ccccc1NC(=O)c1nnn(-c2ccccc2F)c1-c1ccncc1	-5

# A draw from above in order of molecular weight, largest number first.
mol	SSB-PriA inh
CN(C)S(=O)(=O)c1ccc(C(=O)NCCn2ccnc2-c2ccccn2)cc1	-7
O=C(COc1ccccc1[N+](=O)[O-])Nc1nc2c(s1)CCc1ccccc1-2	15
CCOc1ccc(C=NNC(=O)c2cc3ccccc3cc2OC)cc1	-2

# Further results follow.
mol	SSB-PriA inh
O=C(NCCNc1ccc(-n2cccc2)nn1)c1ccccn1	-2
C=CCNC(=O)C(=O)Nc1ccccc1	-4
Cn1cccc1C(O)CNC(=O)Cn1c(=O)oc2ccccc21 (stereo not drawn)	-27
COc1ccccc1C=NNC(=O)CC(=O)NCc1ccccc1	-16
N#Cc1c(N=Cc2cc(Br)cs2)sc2c1CCC2	5
COc1ccc(-c2ccc(=O)n(CCNC(=O)C(C)Oc3ccccc3F)n2)cc1OC (stereo not drawn)	11
O=S(=O)(NCc1ccccn1)c1c(Cl)cccc1Cl	-6
Cc1nc(-c2ccc(N=Cc3cc(Br)ccc3O)cc2)cs1	-2
O=C(Nc1ccc(Cl)c(C(F)(F)F)c1)c1cn[nH]n1	7
COc1cccc2cc(-c3csc(NC(=O)COc4ccc(Cl)cc4)n3)oc12	-10
CN(C)CCCN(C(=O)Cc1cccs1)c1nc2ccc(F)cc2s1	28
COc1ccc(CC(=O)NN=C(C)CC(=O)Nc2ccc3c(c2)OCCO3)cc1	-7
Cc1noc(C2CCCN2S(=O)(=O)c2cccs2)n1 (stereo not drawn)	-3
Fc1cc(F)c2nc(NCCCN3CCOCC3)sc2c1	-7&15
CC(CC(=O)Nc1cccc(Br)c1)=NNC(=O)c1ccc(O)cc1O	4
O=C(NCc1cncc(-c2cccs2)c1)NC1CCOCC1	-3

# Reprinted at random: 4 records from the list, in no set order.
mol	SSB-PriA inh
O=C(Nc1ccc(Cl)c(C(F)(F)F)c1)c1cn[nH]n1	7
Fc1cc(F)c2nc(NCCCN3CCOCC3)sc2c1	-7&15
Cc1noc(C2CCCN2S(=O)(=O)c2cccs2)n1 (stereo not drawn)	-3
COc1cccc2cc(-c3csc(NC(=O)COc4ccc(Cl)cc4)n3)oc12	-10

# (list continues)
mol	SSB-PriA inh
COc1cc(CN2CCC(c3nnc(C)s3)CC2)cc(OC)c1	-7
COc1cc(C=NNC(=O)c2ccoc2C)cc(OC)c1OC	-1
COc1ccc(-c2c(C)nn3c(N4CCCC4)cc(C)nc23)cc1OC	-6
CCOC(=O)c1oc2ccccc2c1NC(=O)CCS(=O)(=O)c1ccccc1	5
O=S(=O)(NC1c2ccccc2Oc2ccccc21)c1ccc(Cl)cc1	-19
Cc1nnc(NC(=O)CCc2csc3nc(-c4ccc(Cl)cc4)cn23)s1	1
COc1ccc(C=NNC(=O)CNc2n[nH]c(=O)[nH]c2=O)cc1OC	-7
COc1ccc(C2C(C(=O)OC(C)C)=C(C)N=c3sc(=Cc4cccs4)c(=O)n32)cc1 (stereo not drawn)	10
O=C(O)c1ccc(NC(=NS(=O)(=O)c2ccc(Cl)cc2)c2ccccc2)cc1	2
COc1ccc(C(=O)N2CCN(c3oc(-c4ccc(F)cc4)nc3C#N)CC2)cc1OC	1
CCOC(=O)c1c(-c2ccccc2)oc2ccc(NS(=O)(=O)c3cc([N+](=O)[O-])ccc3C)cc12	18
O=C(c1cnccn1)N1CC(C(=O)N2CCN(Cc3ccccn3)CC2)C1	0
CSc1ccccc1NC(=O)CCc1csc(NC(=O)NC2CCCCC2)n1	-17
Cc1ccc(-c2ccc(SCC(=O)Nc3ccccc3[N+](=O)[O-])nn2)cc1	4
COc1ccc(F)cc1S(=O)(=O)NCCn1ccc(-c2ccncc2)n1	-3
Oc1ccc(-c2cncnc2)c2cccnc12	72
CCc1cc(=O)[nH]c(SCC(=O)Nc2cc(C(F)(F)F)ccc2Cl)n1	-15&4
COc1ccc(S(=O)(=O)NC[C@H](O)c2ccc(SC)cc2)cc1OC	-2
CCOc1cccc2sc(N(CCn3nc(C)cc3C)C(=O)c3nc4ccccc4s3)nc12	-8&-1
CCS(=O)(=O)Nc1cccc(-c2cc(-c3ccccc3)c3cc(Br)ccc3n2)c1	-4
COC(=O)c1ccccc1NC(=O)Cn1c(-c2ccc(C)cc2)nc2c(c1=O)CN(C)CC2	-16
O=C(NN=Cc1cn(-c2ccccc2)nc1-c1cc2ccccc2o1)c1c[nH]c2ccccc12	9
Cc1cc(O)ccc1NC=C1CCCC1=O	29
COC(=O)Nc1nc2c(s1)CN(C(=O)c1cc(C)cs1)CC2	-2
CC1CCN(S(=O)(=O)c2nn(C(C)C)cc2C(=O)O)CC1	-7
O=C(NCC1(c2cccs2)CCCC1)C12CC3CC(CC(C3)C1)C2	0
Cc1ccccc1-n1c(=S)sc2c(=O)[nH]c(SCC(=O)Nc3cc(F)ccc3F)nc21	-4
S=c1[nH]cc(-c2ccccc2)n1Cc1ccccc1	4
COc1cc(C=c2sc3n(c2=O)CCCN=3)ccc1O	-13
Cc1cc(O)c(C=NNc2ccc(F)cc2)c(=O)o1	1
O=C(NCCCc1ccccc1)N1CCN(CCn2cccn2)CC1	-8
O=S(=O)(c1cccnc1)N1CC(c2nc(C3CC3)no2)C1	-6
Cc1nn(C2CCS(=O)(=O)C2)c2nc(-c3ccco3)cc(C(=O)NC3CC3)c12 (stereo not drawn)	6
O=C(CSc1nnc(-c2ccco2)o1)N1CCCC1	-10
O=C(Cc1csc(NC(=O)c2ccco2)n1)NCCc1ccc(Cl)cc1	-9
O=C(Nc1ccc(CC(=O)N2CCC(O)CC2)cc1)c1ccc(OC(F)(F)F)cc1	-9
CCn1nc(C(=O)Nc2c3c(nn2C)CCC3)cc1C	-11
Nc1nc(SCc2cccc([N+](=O)[O-])c2)[nH]c(=O)c1NC(=O)c1ccccc1F	0
Cc1cc(C(=O)N2CC(Oc3cc(C)oc(=O)c3)C2)c(C)o1	-4
COc1ccc(NC(=O)Cn2ccn(-c3cc(C)ccc3C)c(=O)c2=O)cc1Cl	-9
CCOC(=O)c1c(-c2ccc(F)cc2)csc1NC(=O)CSc1cc(C)c2ccccc2n1	-11
O=C(Nc1ccc2c(c1)OCCO2)c1cccn(Cc2ccccc2F)c1=O	-1
Cc1nc(-c2cccs2)sc1-c1ccc(SCC(=O)NCc2ccccc2Cl)nn1	-12
COc1ccc(-n2c(=O)c3ccccc3n(Cc3ccc(Cl)cc3)c2=O)c(OC)c1	-5
CC(=O)Nc1ccc(S(=O)(=O)N2CCN(c3ccc(NCC4CCCO4)nn3)CC2)cc1 (stereo not drawn)	-12
Cc1oc(N=Cc2cccc3ccccc23)c(C#N)c1C	12
CCOC(=O)c1ccsc1NC(=O)C1CCCN(S(C)(=O)=O)C1 (stereo not drawn)	-3
CCOc1ccc(-c2cn3c(CC(=O)NCCc4ccccc4OC)csc3n2)cc1	2
COc1ccccc1C=NOCC(=O)NCc1ccc2c(c1)OCO2	-15
O=C(COc1ccccc1F)NCC[C@H](O)c1ccc2c(c1)OCO2	1
CCc1nnc(C2CCN(C(=O)NC3CCCCC3)CC2)s1	-30
CCOc1ccc(N(C)S(=O)(=O)c2ccsc2-c2nc(-c3ccc(SC)cc3)no2)cc1	-12
Cc1nc(CSc2ncnc3sc(C)c(C)c23)cs1	-7
CCOC(=O)N1CCN(C(=O)C2CN(C(=O)c3ccc4c(c3)OCO4)C2)CC1	-8
CC(C)(C)c1ccc(C(=O)NCCSc2ncc(-c3ccccc3)[nH]2)cc1	14
CCOc1ccc(C2C(C(=O)c3ccco3)=C(O)C(=O)N2CCN(C)C)cc1OCC (stereo not drawn)	-17

# Other records follow.
mol	SSB-PriA inh
Cc1ccc2sc(=NC(=O)c3ccn(C)n3)n(C)c2c1C	-11
COc1ccc(S(=O)(=O)c2c(C)cc(C)n(CC(=O)Nc3ccc(OC)cc3OC)c2=O)cc1	14
COc1ccc2nc(-c3ccc(OC)c(NS(=O)(=O)c4ccccc4Cl)c3)cn2n1	11
O=C(NN=Cc1ccc(OC(F)F)cc1)c1cccc(S(=O)(=O)N2CCOCC2)c1	-5
COc1cc(C(=O)NN=Cc2cccc(Oc3ccccc3)c2)ccc1O	-14
Nc1cc(-c2cccs2)ccc1C(=O)O	-4
Cc1cc(C)cc(NC(=S)C(=C([O-])c2ccc(Cl)s2)[n+]2cccc(C)c2)c1	-1
COc1ccc(Cl)cc1C(=O)N1CCN(c2ccc(-c3cccnc3)nn2)CC1	-5
O=C(COc1ccc(Br)cc1)NN=C1SCC(=O)N1Cc1ccco1	1
Cc1cc(-c2nnc(NC(=O)CSc3ccc(Cl)cc3)o2)nn1C	-13
Cc1ccc(C=NNC(=O)Nc2ccccc2)o1	2
O=C(NCCN1CCOC(c2ccccc2)C1)c1ccc(Cl)c(Cl)c1 (stereo not drawn)	-8
O=C(c1ccco1)c1ccc(CNS(=O)(=O)c2ccccc2Br)s1	-19
CS(=O)(=O)N1CCC(C(=O)N(Cc2ccccn2)c2nc3ccc(F)cc3s2)CC1	1
Cc1nc(-c2ccccc2Cl)sc1CNC(=O)Cc1c[nH]c2ccccc12	7
O=C(NCCN1CCC(c2cccs2)CC1)C(=O)Nc1cccnc1	-3
O=C(Cn1cnc2c(cnn2CCO)c1=O)NCc1ccc2c(c1)OCO2	-5
Cc1cccc(CC(=O)Nc2ccc(SCC(=O)N3CCCC3)nn2)c1	-5
O=C(NC1CCN(C(=O)c2cn(-c3cccc(Cl)c3)nn2)CC1)c1cc2ccccc2[nH]1	5
O=C(NCC1CC(=O)N(c2ccc(F)cc2)C1)Nc1cccc(Cl)c1 (stereo not drawn)	1
Cc1sc2nc(SCC(=O)NCCc3ccccc3)n(-c3ccccc3)c(=O)c2c1C	5
CC(=NNC(=O)C(O)(c1ccccc1)c1ccccc1)c1ccc(NC(=O)CCCC(=O)O)cc1	-5

# Quoted from the results shown for reference:
mol	SSB-PriA inh
Cn1c(Cl)c(C=NOC(=O)c2cccc(Cl)c2)c2ccccc21	-10
COc1ccc(Cl)cc1NC(=O)Nc1c(C)nc2sccn2c1=O	0
